ERG Ets-DNA blk = qHTS for Small Molecule Inhibitors of the ERG Ets/DNA interaction; fluorescence polarization, His-ERG Ets domain / labelled DNA; Potency, µM (series often up to 76.9 µM), for the others: top-dose FP activity, negative = inhibition, usual class: inhibitors; 0.028% of 370,000 active; active = well fitted inhibition curve with a large enough effect in the polarisation, with a control signal flat; inconclusive = small, poorly fitted or top-dose-only effect, or effect the other way, or a change in a side signal; inactive = no such curve, though single readings can be large or run the other way; the % refers to the polarisation;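 also: polarization taken with two DNA probes labelled with fluorescein and Texas red; potency is read from the fitted curve at half-maximal effect; % of control where 0% means no effect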
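His-tagged ERG Ets domain (1 uM in the protein solution; 300mM KCl, 50mM Tris-HCl, 1mM EDTA, 1mM DTT, pH 7.5) received compound, then a probe mix of 5 nM fluorescein-DNA and 100nM Texas-615-DNA. Fluorescence polarization was read for both dyes.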
POLB inh = qHTS Assay for Inhibitors of DNA Polymerase Beta. AID 485314, 2010. Potency, µM (top dose mostly 114 µM), for inactives: top-dose activity change, negative = inhibition, usual class: inhibitors. P06746. 1.3% of 340,000 active. Pol beta primer extension/strand displacement, fluorescence kinetic; also: potency is read from the fitted curve at half-maximal effect; % is scaled to controls: 0 for no effect and ±100 for the full control effect
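Human Pol beta at 10 nM; strand-displacement substrate 50 nM final. Compound exposure 15 min at room temperature before start, reaction 10 min at room temperature.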
Apoferritin bind = qHTS Assay for Identification of Novel General Anesthetics; apoferritin/1-aminoanthracene competitive binding, fluorescence; Potency, µM (series often up to 77.5 µM), without a hit: at the top dose activity change, negative = displacement, hits mostly inhibitors; 0.074% of 350,000 active; also: potency is read from the fitted curve at half-maximal effect; % is scaled to controls: 0 for no effect and ±100 for the full control effect; nearly all actives have a fitted effect of over 20% in size
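Read-out: endpoint 1-AMA fluorescence, excitation 380 nm and emission 535 nm, after compounds sit 10 min at room temperature with 10 uM horse-spleen apoferritin in 50% saturated 1-AMA/PBS. Values come from four-parameter Hill fits.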
POLK inh = qHTS for Inhibitors of Polymerase Kappa; DNA polymerase kappa (Homo sapiens), Q9UBT6; purified Pol kappa, fluorescent DNA synthesis assay, 10 min; Potency, µM (top dose mostly 107 µM), without a hit: top-dose activity, negative = inhibition, hits mostly inhibitors; 0.53% of 400,000 active; also: potency is read from the fitted curve at half-maximal effect; % is scaled to controls: 0 for no effect and ±100 for the full control effect
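Inhibition of 10 nM Pol kappa is measured by a fluorescent read-out at 0 and 10 min following addition of 50 nM substrate (final), with a 15-min room-temperature compound preincubation.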
APE1 inh = qHTS Assay for Inhibitors of the Human Apurinic/apyrimidinic Endonuclease 1 (APE1); DNA repair nuclease/redox regulator APEX1 (Homo sapiens), P27695; recombinant APE1, TAMRA/BHQ-2 abasic DNA cleavage fluorescence; Potency, µM (titrated, usually from 65.8 µM), without a hit: at the top dose activity change, negative = inhibition, hits mostly inhibitors; 0.35% of 350,000 active;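 also: potency is read from the fitted curve at half-maximal effect; plate controls were vehicle for no effect and reference inhibitor for full effect; nearly all actives have a fitted effect of over 55% in size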
Target sequence (P27695 whole entry, looked up): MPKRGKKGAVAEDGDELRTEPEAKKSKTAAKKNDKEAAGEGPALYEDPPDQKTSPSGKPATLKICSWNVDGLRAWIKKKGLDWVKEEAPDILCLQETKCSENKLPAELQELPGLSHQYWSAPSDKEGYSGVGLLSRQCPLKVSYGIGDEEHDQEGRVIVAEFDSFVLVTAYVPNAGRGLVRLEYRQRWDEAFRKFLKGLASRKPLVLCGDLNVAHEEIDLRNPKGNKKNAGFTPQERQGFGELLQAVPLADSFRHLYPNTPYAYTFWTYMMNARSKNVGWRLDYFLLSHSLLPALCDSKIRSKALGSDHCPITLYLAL
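Enzyme (0.75 nM final) and test compound are incubated 15 min at room temperature before adding 50 nM quenched THF abasic-site duplex. Cleavage dequenches TAMRA, followed at 525/598 nm over three reads one minute apart.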
RGS4 inh = Inhibitors of Regulator of G Protein Signaling (RGS) 4: qHTS; Regulator of G-protein signaling 4 (Homo sapiens), P49798; 0.039% of 390,000 active; Transcreener GDP fluorescence polarization, RGS4-accelerated GTP hydrolysis; Potency, µM (series often up to 114 µM), for the others: at the top dose activity change, negative = inhibition, hits mostly inhibitors; also: potency is read from the fitted curve at half-maximal effect; % is scaled to controls: 0 for no effect and ±100 for the full control effect; nearly all actives have a fitted effect of over 75% in size; some results filed as inactive show a strong effect at the top dose
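MLSMR compounds (23 nl, pin-transferred) preincubated 10 min at room temperature with a 500nM (2x) first reagent, then RGS4 at 900nM (2x) plus Transcreener GDP mix added; fluorescence polarization (620/688 nm) read before and after 90 min at 30 °C.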
ALOX12 inh = Primary qHTS assay for inhibitors of human arachidonate 12S-lipoxygenase (ALOX12): Round 2; Potency, µM (series often up to 108 µM), without a hit: at the top dose activity change, negative = inhibition, usual class: inhibitors; 1.1% of 580,000 active; purified 12hLO, xylenol orange hydroperoxide absorbance; also: potency is read from the fitted curve at half-maximal effect; % is scaled to controls: 0 for no effect and ±100 for the full control effect
Target sequence (P18054 whole entry, looked up): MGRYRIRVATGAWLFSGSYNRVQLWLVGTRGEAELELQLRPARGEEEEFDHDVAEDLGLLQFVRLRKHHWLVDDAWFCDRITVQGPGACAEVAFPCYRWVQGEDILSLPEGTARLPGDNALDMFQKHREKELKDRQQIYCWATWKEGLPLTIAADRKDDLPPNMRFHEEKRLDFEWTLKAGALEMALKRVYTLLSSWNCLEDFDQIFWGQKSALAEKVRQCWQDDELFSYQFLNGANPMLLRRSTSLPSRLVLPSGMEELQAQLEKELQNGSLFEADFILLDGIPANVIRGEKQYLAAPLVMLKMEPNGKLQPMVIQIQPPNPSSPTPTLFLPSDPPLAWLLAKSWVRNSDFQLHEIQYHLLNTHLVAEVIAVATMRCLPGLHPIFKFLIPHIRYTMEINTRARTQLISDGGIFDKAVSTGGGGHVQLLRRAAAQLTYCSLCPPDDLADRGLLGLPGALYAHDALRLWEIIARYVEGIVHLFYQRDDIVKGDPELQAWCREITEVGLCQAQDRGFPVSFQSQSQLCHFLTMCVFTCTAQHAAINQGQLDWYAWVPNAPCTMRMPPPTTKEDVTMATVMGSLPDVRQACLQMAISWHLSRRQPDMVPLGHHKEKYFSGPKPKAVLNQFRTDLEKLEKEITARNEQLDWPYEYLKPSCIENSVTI
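Purified human 12hLO (150 nM final) in 25 mM Hepes, 0.01% Triton X-100, pH 7.0 was preincubated 15 min at room temperature with compound. Then 40 uM arachidonic acid was added, 30 min. Hydroperoxide was read by Fe-XO absorbance ratio 573/405 nm.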
POLH inh = qHTS for Inhibitors of Polymerase Eta. 1.2% of 390,000 active. Potency, µM (series often up to 114 µM), for the others: at the top dose activity change, negative = inhibition, hits mostly inhibitors. recombinant Pol eta, fluorescent DNA replication assay. AID 588591, 2011. DNA polymerase eta (Homo sapiens), Q9Y253; also: potency is read from the fitted curve at half-maximal effect; % is scaled to controls: 0 for no effect and ±100 for the full control effect
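Fluorescent replication assay: 50 nM final substrate added after a 15 min room-temperature compound preincubation with 10 nM enzyme. Signal taken at 0 min and again at 10 min.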
LDHA inh = qHTS assay for inhibitors of human lactate dehydrogenase. L-lactate dehydrogenase A chain (Homo sapiens), P00338. purified LDHA, NADH/diaphorase-resazurin fluorescence; active compounds read low. activity change, % (values are at about 110 or 230 µM). 0.15% of 480,000 active. AID 1347041, 2019; in the data active = activity change below about -30%; inconclusive = mostly about -25% to -30%;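 also: plate controls were DMSO wells for no effect and wells without enzyme for full effect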
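Human LDH5 (2 nM) was incubated with 0.06 mM NADH and 0.2 mM pyruvate for 5 min at room temperature in Tris pH 7.4. Remaining NADH was coupled through diaphorase/resazurin, and resorufin fluorescence was read at 0 and 20 min.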
Starred values were filed as active, the others as inactive; i = inactive; ? = inconclusive; . = no result given; & = joins results of further samples; [ ] = dose if it differs, or a comment. Unless noted, calls follow the shape of the dose curve; as a rule, active = well fitted curve in the direction sought with a large enough effect; inconclusive = small, poorly fitted or top-dose-only effect, or another doubt; inactive = no such curve, though single readings can be large; an effect the other way counts as inactive or inconclusive. Only part of the results is shown (hit frequency here may not be typical).

ERG Ets-DNA blk	POLB inh	SMILES	Apoferritin bind	POLK inh	APE1 inh	RGS4 inh	ALOX12 inh	POLH inh	LDHA inh
-1%	35%	CCOC(=O)CC1C(=O)NCCN1Cc1cccc(OC)c1 (centres undefined)	-8%	-17%	14%	10%	-4%	-3%	2
4%	49%	CCOc1ccc(S(=O)(=O)NCCC(=O)Nc2nnc(C)s2)cc1	1%	-19%	-4%[12.4 µM]	15%	2%	3%	-2
-2%	31%	COc1cc(CCCN2C(=S)NC[C@@H]2CC2CCCCC2)cc(OC)c1OC	4%	9%	-7%	-32%	?	-12%	3
4%	0%	CCOCCn1c(=NC(=O)c2ccc3c(c2)OCCO3)sc2cc(OCC)ccc21	-3%	3%[60.1 µM]	.	-18%	-29%	-28%	-1
-18%	8%	O=C(NNC(=S)Nc1cccc2ccccc12)c1cccc(Br)c1	13%	-11%	0%	-54%	?	-10%	-2
4%	1%	O=C(Nc1ccc(O)cc1)c1ccc2c(c1)C(=O)N(Cc1ccco1)C2=O	0%	-28%	-7%	-2%	-20%	14µM*	-11
0%	26%	C=Cc1ccc(Cn2c(C)c(CNCc3ccc(SC)cc3)c(C(=O)O)c2C)cc1	-9%	-14%	.	3%	?	-5%	-11
-18%	-10%	CC(=O)Nc1ccc(/C=N/NC(=O)c2cc3cc(C)ccc3nc2C)cc1	-11%	-4%	1%	-16%	20%	-11%	-2
-9%	35%	O=C(Nc1ccc(CN2CCOCC2)cc1)c1ccc(F)cc1	-3%	3%	30%	7%	58%[activator]	-14%	-6
-3%	-2%	COc1ccc(Br)cc1CNC(=O)Cn1nc(C)n2c(cc3cc(F)ccc32)c1=O	3%	11%	.	18%	-22%	-15%	-3
1%	15%	CCc1ccc(NC(=O)Cn2c(=O)n(CC3CCCO3)c(=O)c3cc(OC)c(OC)cc32)cc1 (centres undefined)	-5%	5%	.	-1%	-12%	-8%	-16
-13%	2%	COc1ccccc1OCc1nc2ccccc2[nH]1	4%	?	9%	-41%	0%	-15%	-7
-4%	6%	O=C(c1cccs1)N1CCC(N2CCN(c3ccccc3)CC2)CC1	3%	-16%	-4%	-31%	?	4%	-18
-3%	8%	CCNC(=S)NNC(=O)c1nn(C)c(C)c1Cl	-1%	-9%	-2%	11%	i	-7%	-4
-2%&8%	1%&22%	Cc1cccc(CN2C(=O)c3ccccc3Sc3ccc(C(=O)NCCCN4CCOCC4)cc32)c1	-4%&-2%	-6%	42%	-2%&9%	?	-26%&-10%	-1&-10
4%	7%	Cc1ccc2nc(SCc3cn4cccnc4n3)[nH]c2c1	-14%	-14%	0%	?	-8%	-10%	-2
-7%	-1%	Cn1c(=O)[nH]c(=O)c2c1nc(N1CCN(c3ccccc3)CC1)n2CCSc1ncccn1	-1%	-15%	3%	-8%	4%	-11%	5
1%	13%	Cc1ccc(SCCC(=O)Nc2ccccc2Br)cc1	-3%	1%	0%	7%	-9%	-14%	3
11%	6%	CN(CC(=O)Nc1cccc(F)c1)CC(=O)Nc1cccc([N+](=O)[O-])c1	-16%	-2%	?	-6%	-3%	-20%	-3
-3%	-3%	COc1ccccc1N1CCN(S(=O)(=O)c2c(C(=O)N3CCOCC3)c(C)n(C)c2C)CC1	-4%	6%	34%[activator]	-56%[56.9 µM]	7%	-6%	0
-1%	-11%	O=C(O)COc1ccccc1/C=N/NC(=O)c1cc2ccccc2cc1O	-8%	?	0%	0%[11.4 µM]	?	-5%	5
7%	.	CC(C)CC(=O)N1CCN(S(=O)(=O)c2ccc(C3CCCCC3)cc2)CC1	.	-10%	-14%	-11%	44%	-16%	-17
-7%	2%	Cc1ccsc1CN(C)C(=O)C1CCC(=O)N(CCc2cccc(F)c2)C1 (centres undefined)	4%	3%	33%	-7%[56.9 µM]	-7%	-13%	-2
3%	3%	CCOC(=O)c1cc2sccc2n1CC(=O)OC	8%	4%	12%	12%[11.4 µM]	-10%	-2%	-2
.	-2%	CN1CCN(C(=O)c2ccc(COc3ccc(Cl)cc3Cl)cc2)CC1	-1%	-1%	17%	13%	-26%	-2%	0
7%	-28%	N#Cc1c(-c2c(Cl)cccc2Cl)noc1/C=C/Nc1ccc(C(=O)O)cc1	-18%	-25%	-6%	10%	-7%	-1%	-6
7%	?	COc1ccc(C2C(C(C)=O)=C(C)Nc3ncnn32)cc1OC (centres undefined)	-7%	-3%	-3%	25%[11.4 µM]	9%	-11%	-4
3%	-3%	CC(C)(C)[C@@H]1C=C(C(=O)N2CCN(Cc3ccccc3)CC2)O[C@H](OCCCCO)C1	-12%	8%	4%	-19%	-7%	-10%	1
-2%	5%	Cn1c(=O)c2cc(S(=O)(=O)NC(C(=O)NCc3ccccn3)c3ccccc3)ccc2n(C)c1=O (centres undefined)	-11%	-3%	3%	12%	8%	-19%	-2
8%	30%	CCOC(=O)c1ccc(NC2=CC(c3ccc(OCC)cc3)N(c3ccc(C(=O)OCC)cc3)C2=O)cc1 (centres undefined)	-3%	-6%	.	-23%	-27%	-5%	-5
-7%	-27%	COCCNc1ccc(S(=O)(=O)N2CCCC2)cc1[N+](=O)[O-]	-14%	-12%	-1%	12%	-15%	2%	-6
-4%	?	Cc1ccc(-c2csc(/C(C#N)=C/c3ccccc3Cl)n2)cc1	-16%	-4%	.	3%	?	-19%	1
-10%	29%	Cc1cc(C)n(-c2ccnc3cc(Cl)ccc23)n1	-6%	4%	14%	-8%	0%	-13%	-5
0%	-18%	O=C(COC(=O)C1=COCCO1)Nc1ccccc1OC(F)F	-9%	-8%	-6%	-12%	1%	-10%	-9
-2%	.	Cc1noc(C)c1S(=O)(=O)N(C)C[C@H]1Oc2ccc(NC(=O)NC(C)C)cc2C(=O)N([C@H](C)CO)C[C@@H]1C	.	-10%	-1%	13%	-8%	-7%	1
-10%	1%	CC(C)(C)NC(=O)COC(=O)c1snc(C(=O)NC2CCCCC2)c1N	-10%	-8%	-4%	25%	1%	1%	-9
-19%	28%	COc1ccc(C(=O)CN2C(=O)c3ccccc3C2=O)c(OC)c1	-8%	3%	11%	17%	1%	-4%	-2
4%	29%	Cn1ncc2c(Nc3ccc([N+](=O)[O-])cc3)nc(Cl)nc21	4%	17%	15%	-40%	0%	-3%	1
-15%	-5%	O=C(NCc1ccccc1Cl)c1cc2c(s1)CS(=O)(=O)C2	-7%	7%	38%	-13%[56.9 µM]	-14%	-8%	-2
6%	5%	CCOc1ccccc1Nc1nc(-c2cccnc2)cs1	?	-1%	-12%	-11%	94%[activator]	-8%	-7
17%	.	Cc1noc(C)c1CC(=O)Nc1ccc2c(c1)OCO2	.	-11%	26%	14%	16%	-9%	2
6%	.	COc1ccc(-c2nc(N)nc(N)n2)c(O)c1	.	-18%	10%	-15%	3%	-7%	-3
-3%	29%	Cc1ccc(Nc2nc(N)nc(CSc3nc(C)cc(C)n3)n2)cc1	-15%	-2%	2%	-28%	?	0%	-2
9%	.	Cc1ccc(NS(=O)(=O)c2ccc(C(=O)NCCCN3CCCC3=O)cc2)cc1	.	-10%	0%	-28%	0%	2%	-5
7%	11%	COc1ccc(C2(O)C(=O)Nc3ccc(C)cc32)cc1 (centres undefined)	-11%	-8%	-10%	18%	-13%	-7%	-7
-13%	36%	COc1ccc(N=C2C(=O)Nc3c(C)cccc32)cc1	-24%	-3%	-8%	-23%	-3%	3%	10
3%	-10%	CCOC(=O)c1cc(-c2ccccc2)n(CC(=O)NCc2ccccc2OC)c1C	-15%	-17%[60.1 µM]	.	-1%	?	-7%	-4
-3%	5%	c1ccc(-n2cnnc2SCc2nc3ccccc3s2)cc1	-12%	-8%	3%	-43%	0%	-6%	-17
12%	14%	CC(=O)c1cccc(NC(=O)N2CCC(NC(=O)C3CCCCC3)CC2)c1	-10%	-11%	8%	-16%	-20%	-9%	-2
8%	.	Cc1sc2nc(CSC(C)C(=O)Nc3cc(S(C)(=O)=O)ccc3Cl)[nH]c(=O)c2c1C (centres undefined)	.	?	16%	-41%	?	32µM*	5
-4%	11%	N=C(N)SCc1cccc2ccccc12	-20%	-3%	-3%	-14%	?	4%	-5

Rewritten with bars between the fields: entries from further up
canonical_smiles | ERG Ets-DNA blk | POLB inh | Apoferritin bind | POLK inh | APE1 inh | RGS4 inh | ALOX12 inh | POLH inh | LDHA inh
CCOCCn1c(=NC(=O)c2ccc3c(c2)OCCO3)sc2cc(OCC)ccc21 | 4% | 0% | -3% | 3%[60.1 µM] | . | -18% | -29% | -28% | -1
O=C(NNC(=S)Nc1cccc2ccccc12)c1cccc(Br)c1 | -18% | 8% | 13% | -11% | 0% | -54% | ? | -10% | -2
O=C(Nc1ccc(O)cc1)c1ccc2c(c1)C(=O)N(Cc1ccco1)C2=O | 4% | 1% | 0% | -28% | -7% | -2% | -20% | 14µM* | -11
C=Cc1ccc(Cn2c(C)c(CNCc3ccc(SC)cc3)c(C(=O)O)c2C)cc1 | 0% | 26% | -9% | -14% | . | 3% | ? | -5% | -11

Screening data from PubChem BioAssay.
